TSHR antagonist: Antagonists of the Thyroid Stimulating Hormone Receptor: HTS campaign. Thyrotropin receptor (Homo sapiens), P16473. TSHR-expressing cells, TSH-stimulated cAMP HTRF, 2 h; stronger effect = lower value. activity change, negative = inhibition, % at 11.5 µM. 0.2% of 330,000 active;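 active means activity change below a set negative limit, meaning inhibition stronger than a set level, cut at about -70% in these data; inconclusive means activity change between two set negative limits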; further: on the % scale 0 is the no-effect control and ±100 the full control effect
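Antagonism was scored as loss of TSH-driven cAMP in TSHR cells, stimulated with 4nM TSH (EC80) for 2 hours at 37 deg C and detected by homogeneous HTRF competition immunoassay.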
AT treatment: qHTS Assay for Identifying a Potential Treatment of Ataxia-Telangiectasia; […] A-T fibroblasts, KAP-1 phosphorylation AlphaLISA; neocarzinostatin DNA damage 30 min before lysis; AID 485349, 2010; 0.19% of 320,000 active; Potency, µM (highest dose often 57.5 µM), without a hit: at the top dose activation, most hits filed as activators; further: potency means the concentration at half of the fitted maximal effect; % of control where 0% means no effect; nearly all actives have a fitted effect of over 45% in size
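ATM-like activity read as KAP-1 phosphorylation via AlphaLISA donor/acceptor antibody pairs after lysis and 6 hr at 25C. Cells were ATM-null patient fibroblasts ([…], hTERT), dosed 60 min, then exposed to the DSB inducer NCS for 30 min.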
hERG WT inh: qHTS for Inhibitors of KCHN2 3.1: Wildtype qHTS | 0.37% of 340,000 active | AID 720551, 2013 | activity change, % at 1.84 µM | Voltage-gated inwardly rectifying potassium channel KCNH2 (Homo sapiens), Q12809 | U2OS, BacMam KCNH2, thallium flux FluxOr; stronger effect = lower value;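 active means maximum activity change below -70%; inconclusive means maximum activity change between -70% and -50%; inactive means maximum activity change above -50%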; further: on the % scale 0 is the no-effect control and ±100 the full control effect
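U2OS cells were transduced with wild-type KCNH2 virus (2.03 x 10^8 / mL) for 4 h at room temperature, then cultured overnight at 37 C. Thallium flux was read with FluxOr dye. Rate constants were normalized to DMSO controls.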
FBPA coupling cs: qHTS Assay for Inhibitors of Fructose-1,6-bisphosphate Aldolase from Giardia Lamblia: Coupling assay counterscreen. coupling enzyme system counterscreen, AmpLite Red fluorescence. activity change, negative = inhibition, % at 58.2 µM, hits read low. 0.67% of 290,000 active; in the data active means activity change below about -30%; further: on the % scale 0 is the no-effect control and ±100 the full control effect
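Counterscreen of the coupled detection system alone, without aldolase: glyceraldehyde-3-phosphate coupling enzymes plus AmpLite Red readout. Compounds at 57.5 uM final, 10 min RT preincubation, 20 min RT reaction, fluorescence 525/598 nm.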
MLL CXXC-DNA inh: qHTS Fluorescence Polarization Assay for Inhibitors of MLL CXXC domain - DNA interaction | Potency, µM (highest dose often 115 µM), for the others: at the top dose activity change, negative = inhibition, most hits filed as inhibitors | MLL-CXXC / FITC-HOXA9 DNA fluorescence polarization | 0.037% of 290,000 active | Histone-lysine N-methyltransferase 2A (Homo sapiens), Q03164 | AID 2662, 2010; active means well fitted inhibition curve with a large enough effect in the polarisation, with a control signal flat, not every such curve was filed as active; inconclusive means small, poorly fitted or top-dose-only effect, or effect the other way, or a change in a side signal; inactive means no such curve, though single readings can be large or run the other way; the % refers to the polarisation; further: potency means the concentration at half of the fitted maximal effect
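Purified MLL-CXXC (added from a 7 uM solution) was preincubated 5 min at ambient with pinned compounds in 50 mM Tris-HCl pH 7.5, 50 mM NaCl, 1 mM DTT, 0.05% BSA. Fluorescein-labeled HOX-A9 DNA (50 nM solution) followed, 30 min, then polarization read.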
Giardia kill: Small Molecules that selectively kill Giardia lamblia: qHTS; 0.15% of 340,000 active; activity change, % at 7.66 µM, hits read low; Giardia lamblia trophozoite viability; in the data active means activity change below about -80%; inconclusive means between about -30% and that limit;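 further: parasites exposed to compound for two days anaerobically before the ATP read; on the % scale 0 is the no-effect control and ±100 the full control effect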
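Giardia trophozoites, 100 cells per well, were exposed to compounds for 48 hrs at 37 deg C under anaerobic conditions; viability was then read as ATP content by bioluminescence after 15-30 min at room temperature.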
GALK inh: qHTS Assay for Inhibitors of Human Galactokinase (GALK). P51570. Purified GALK, Kinase-Glo residual ATP luminescence. Potency, µM (highest dose often 57.5 µM), inactives show at the highest dose activity change, negative = inhibition, actives largely listed as inhibitors. 0.007% of 270,000 active. AID 1868, 2009; further: potency means the concentration at half of the fitted maximal effect; on the % scale 0 is the no-effect control and ±100 the full control effect
Target sequence (P51570 whole entry, looked up): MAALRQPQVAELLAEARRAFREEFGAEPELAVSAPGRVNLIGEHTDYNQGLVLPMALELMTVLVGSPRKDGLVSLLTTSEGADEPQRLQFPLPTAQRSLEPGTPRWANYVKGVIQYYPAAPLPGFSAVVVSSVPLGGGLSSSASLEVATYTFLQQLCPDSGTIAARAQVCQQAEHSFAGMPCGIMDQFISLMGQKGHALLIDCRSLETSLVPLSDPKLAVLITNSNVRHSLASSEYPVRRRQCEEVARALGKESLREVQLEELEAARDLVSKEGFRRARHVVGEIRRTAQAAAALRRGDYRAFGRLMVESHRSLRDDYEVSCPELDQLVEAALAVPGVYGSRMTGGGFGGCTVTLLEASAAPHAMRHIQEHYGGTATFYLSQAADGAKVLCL
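ATP-depletion format; final 35 uM ATP, 100 uM D-galactose, 5 nM enzyme; pH 8.0 HEPES/Mg2+ buffer; 60 min RT; luminescence read 10 min after detection reagent.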
BCR signal inh: qHTS Assay to Find Inhibitors of Chronic Active B-Cell Receptor Signaling | 0.05% of 340,000 active | ABC-DLBCL IkBa-CBG/CBR reporter, luminescence ratio, 4 h | Potency, µM (series often up to 46.1 µM), without a hit: at the highest dose ratio change, negative = lower green/red ratio, usual class: inhibitors; active means well fitted inhibition curve with a large enough effect in the signal ratio, with a control signal flat, not every such curve was filed as active; inconclusive means small, poorly fitted or top-dose-only effect, or effect the other way, or a change in a side signal; the % refers to the signal ratio;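 further: potency means the concentration at half of the fitted maximal effect; plate controls were basal doxycycline-induced cells for no effect and cells given 10 µM MG132 for full effect; MG132 reads +100%, hits lower the ratio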
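Doxycycline induced both beetle luciferases in TMD8 lymphoma cells; IKK-driven degradation limits the IkappaBalpha-fused green signal, while red luminescence normalises for cell number and nonspecific effects. Compounds tested up to 46 uM, 4 hrs.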
Tb PFK block: qHTS Assay to Find Inhibitors of T. brucei phosphofructokinase. Potency, µM (series often up to 57.5 µM), for inactives: top-dose activity, negative = inhibition, usual class: inhibitors. 0.17% of 330,000 active. T. brucei PFK, ADP-Glo luminescence. ATP-dependent 6-phosphofructokinase (Trypanosoma brucei brucei), O15648;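 further: potency means the concentration at half of the fitted maximal effect; 0% = uninhibited 1x PFK enzyme wells and -100% = no-enzyme wells; nearly all actives have a fitted effect of over 60% in size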
Target sequence (O15648 whole entry, looked up): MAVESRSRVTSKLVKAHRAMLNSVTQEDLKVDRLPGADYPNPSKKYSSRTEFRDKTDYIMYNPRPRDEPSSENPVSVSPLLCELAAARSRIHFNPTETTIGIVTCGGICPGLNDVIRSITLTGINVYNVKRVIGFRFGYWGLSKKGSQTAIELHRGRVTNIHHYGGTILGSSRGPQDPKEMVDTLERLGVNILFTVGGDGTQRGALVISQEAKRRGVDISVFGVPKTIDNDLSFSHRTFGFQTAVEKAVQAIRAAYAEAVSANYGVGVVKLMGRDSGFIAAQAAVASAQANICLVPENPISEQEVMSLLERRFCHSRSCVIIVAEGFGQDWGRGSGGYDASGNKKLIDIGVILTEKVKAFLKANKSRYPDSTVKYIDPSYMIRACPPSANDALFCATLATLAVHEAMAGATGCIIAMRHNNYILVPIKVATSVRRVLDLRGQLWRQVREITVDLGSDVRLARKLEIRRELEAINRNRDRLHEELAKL
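Activity is normalized to no-enzyme wells (full inhibition) and 1.25 nM enzyme wells (no inhibition). Reaction: 0.5 mM F6P, 0.1 mM ATP, 45 min RT, ADP-Glo luminescence; concentration-response curves fitted and classed by quality.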
TCR activator: Activators of T cell receptors: qHTS campaign; 330,000 tested, under 10 active; Potency, µM (titrated, usually from 9.22 µM), for the others: top-dose activation of IL-2 secretion, actives largely listed as activators; AID 504894, 2011; primary human leukocytes, anti-CD3, IL-2 HTRF, 48 h; further: % of control where 0% means no effect
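Activity was scored as IL-2 release from primary human leukocytes given only a TCR signal (a-CD3 beads) plus compound for 48 hr. Detection used a two-antibody HTRF format read at 665nm.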
Numbers without * were called inactive; ? = inconclusive; · = not tested or not shown; & = joins results of further samples; [ ] = remark or other dose. Unless noted, the call rests on the fitted dose curve; in most records, active means well fitted curve in the direction sought with a large enough effect; inconclusive means small, poorly fitted or top-dose-only effect, or another doubt; inactive means no such curve, though single readings can be large; an effect the other way counts as inactive or inconclusive.

SMILES	TSHR antagonist	AT treatment	hERG WT inh	FBPA coupling cs	MLL CXXC-DNA inh	Giardia kill	GALK inh	BCR signal inh	Tb PFK block	TCR activator
O=C(Nc1ccc2nc3n(c(=O)c2c1)CCCCC3)C(=O)N1CCN(c2ccccc2F)CC1	-122*	-4%	-5	4	45%[activator]	-25	-4%	1%	9%	8%
CCCCOc1ccc(CN2CCC(O)CC2)cc1	46	1%	2	-2	-5%	-19	-2%	-4%	-12%	3%
COc1cccc(/C=N/NC(=O)c2cc3c(OC)c(OC)ccc3[nH]2)c1OC	-12	-10%	14	-5	11%	-27	0%	?	1%	3%[46.1 µM]
COc1cccc(C(=O)N2CCN(Cc3nc(CC4CC4)no3)CC2)c1	-7	-7%	4	-1	7%	8	4%	1%	0%	0%
CC(CC(C)C(=O)N1CCOCCN(C(=O)C(C)CC(C)C(=O)O)CCOCC1)C(=O)O (configuration not stated)	-9	2%	-3	-1	-7%	-7	0%	1%	-1%	0%
COc1cccc(C(=O)NCC2CCCO2)c1 (configuration not stated)	0	3%	·	0	-1%	·	2%	4%	0%	·
COCc1nnc(NC(=O)COc2ccc3c(c2)OCO3)s1	2	2%	-10	0	-5%	1	17%	2%	-4%	1%
CCN1CCN(Cc2c(O)ccc3c2O/C(=C\C=C\c2ccccc2OC)C3=O)CC1	-11	-4%	1	4	?	-2	-6%	?	-8%	-6%[46.1 µM]
Clc1cccc(Cl)c1/C=C/c1ccn[nH]1	-13	9%	-2	-1	34%[activator]	-30	·	?	1%	2%
COCCCn1cc(C(=O)c2cc(OC)ccc2OCC(=O)N2CCCCC2C)cc(C#N)c1=O (configuration not stated)	4	-2%	1	0	12%	1	8%	1%	1%	-2%
COc1ccc(-c2cc(C(F)(F)F)n3nc(C(=O)N4CCOCC4)nc3n2)cc1	1	-1%	7	2	2%	-6	-1%	-1%	-7%	1%
COC(=O)CCC(=O)OC1(C)C(=O)C2=CN(Cc3ccc4c(c3)OCO4)C(c3ccc(OC)cc3)=CC2=C(Br)C1=O (configuration not stated)	·	·	13	-3	·	23	·	·	·	7%
Cc1c(-c2ccccc2)[n+](=O)c(-c2ccc(Br)cc2)c(C)n1[O-]	-2	-7%	-7	7	-4%	0	7%	7%	-10%	1%
COc1ccc(-c2cc(C(=O)N3CCC3)c3ccccc3n2)cc1OC	-4	5%	2	·	·	13	·	-10%	-2%	3%
O=C(NCc1cccs1)c1cc2c(s1)CS(=O)(=O)C2	5	-1%	-11	2	8%	20	4%	0%	-2%	-15%
CC1CCC(C(C)C)C(OC(=O)CSc2nc(N)cc(=O)[nH]2)C1 (configuration not stated)	-7	1%	18	·	-12%	7	0%	?	1%	0%
COc1ccc(C(=O)N2CCC(C(=O)c3c(C)cc(C)cc3C)CC2)cc1	0	4%	3	3	0%	20	2%	2%	-2%	7%
FC(F)(F)c1ccc(C2[C@H]3CN(Cc4cccnc4)[C@H](c4ccccc4)C34CC2(c2cccnc2)C4)cc1 (some centres not stated)	-5	29%	·	-1&4	6%	7	5%	13%	0%	2%
COc1ccc(OC(C)C(=O)N2CCC(C)CC2)cc1 (configuration not stated)	8	·	-4	1	16%	5	7%	7%	-2%	4%
COc1cccc(CN2CCSCC2)c1OC	4	-1%	-1	-1	-15%	-8	3%	1%	-1%	2%
Cc1cc([N+](=O)[O-])ccc1NCc1ccc2c(c1)OCCO2	-17	6%	-3	1	-6%	-16	0%	-1%	-5%	·
COc1ccc(-c2csc(-c3cc4ccccc4oc3=N)n2)cc1	-17	13%	-3	1	6%	5	0%	4%	3%	-5%[46.1 µM]
CC(C)c1ccc(S(=O)(=O)N2CCN(C(=S)NCc3ccco3)CC2)cc1	20	·	6	2	-7%	-10	-1%	5%	-1%	-2%[46.1 µM]
C/C(=N\NC(=O)COc1ccc(C)cc1C(C)C)c1ccc(-n2ccnc2)cc1	10	-3%	-1	2	-4%	6	-2%	-1%	7%	-1%[46.1 µM]
CCOC(=O)N1CCC(n2c(SCC(=O)NCCC3=CCCCC3)nc3ccccc3c2=O)CC1	10	7%	24	14	-3%	-6	-1%	7%	2%	6%

2 of the compounds above, field by field.
Molecule: COc1cccc(C(=O)NCC2CCCO2)c1 (configuration not stated)
- TSHR antagonist = 0
- AT treatment = 3%
- hERG WT inh = ·
- FBPA coupling cs = 0
- MLL CXXC-DNA inh = -1%
- Giardia kill = ·
- GALK inh = 2%
- BCR signal inh = 4%
- Tb PFK block = 0%
- TCR activator = ·

Molecule: COCc1nnc(NC(=O)COc2ccc3c(c2)OCO3)s1
- TSHR antagonist = 2
- AT treatment = 2%
- hERG WT inh = -10
- FBPA coupling cs = 0
- MLL CXXC-DNA inh = -5%
- Giardia kill = 1
- GALK inh = 17%
- BCR signal inh = 2%
- Tb PFK block = -4%
- TCR activator = 1%

(list continues)
SMILES	TSHR antagonist	AT treatment	hERG WT inh	FBPA coupling cs	MLL CXXC-DNA inh	Giardia kill	GALK inh	BCR signal inh	Tb PFK block	TCR activator
Cc1ccc(-c2c3c(=O)n(C)c(=O)n(C)c3cn2CCCN2CCOCC2)cc1	-1	-5%	9	1	4%	-10	0%	?	-2%	-3%
CCNC(=S)N/N=C/c1cccc(C)c1	3	-3%	-6	3	-2%	-6	1%	?	-1%	1%[46.1 µM]
[N-]=[N+]=NCC/C=C\C1NS(=O)(=O)OCC1O (configuration not stated)	-1	3%	7	3	4%	-10	·	-16%	-2%	4%
CS(=O)(=O)c1ccc(C(=O)OCC(=O)N(CCc2ccccc2)Cc2ccccc2)cc1	-4	1%	8	·	·	-30	·	-4%	3%	-10%
CC(C)(C)c1ccc(OCCOc2ccc(C(C)(C)C)cc2NC=O)c(NC=O)c1	-17	0%	3	-7	-12%	9	1%	?	-13%	7%
O=C(C1CC(=O)N(c2ccccc2)C1)N1CCCCCC1 (configuration not stated)	-18	3%	7	1	2%	-10	-2%	2%	-7%	0%
Cc1c(C(=O)O)nnn1-c1nonc1N	2	-2%	-4	3	0%	-6	-1%	-13%	4%	-4%
C#CCSc1nnc(-c2ccc(OC)cc2)o1	-1	-8%	-5	2	8%	11	2%	?	-5%	1%
O=C(COc1ccccc1-c1ccccc1)Nc1ccc(S(=O)(=O)NCc2ccco2)cc1	-7	4%	2	-2	-8%	5	-1%	17%	4%	1%
N#Cc1cc(-c2ccccc2)[nH]c1-c1nccc2ccccc12	-23	10%	8	-1	?	15	-2%	?	1%	-4%
CCn1c(=N)c(S(=O)(=O)c2ccc(F)cc2)cc2c(=O)n3ccccc3nc21	-13	1%	-12	·	2%	3	2%	?	1%	1%
Cc1cc(C(=O)NC2CCCc3c2cnn3-c2ccccc2F)nc(C)n1 (configuration not stated)	9	-2%	3	·	1%	-1	-3%	-1%	0%	-1%
O=C(CN1CCN(c2ccc([N+](=O)[O-])cc2)CC1)Nc1nccs1	10	·	21	1	-1%	5	1%	2%	-2%	2%[46.1 µM]
CCn1cnc2c1c(=O)n(Cc1cccc(Br)c1)c(=O)n2Cc1ccccc1	-13	-1%	-2	0	4%	1	-1%	9%	0%	0%
CCn1c(=NC(=O)CCS(=O)(=O)c2ccccc2)sc2cccc(OC)c21	-24	-1%	3	·	2%	-8	-2%	5%	1%	-5%
O=C(c1cccnc1)c1ncc(C(F)(F)F)cc1Cl	-3	3%	-5	-1	10%	10	-2%	?	0%	-7%
O=C(CC1SC(=Nc2cccc3ccccc23)N(Cc2ccccn2)C1=O)Nc1ccccc1Br (configuration not stated)	-4	0%	-5	-6	-1%	43[activator]	0%	-10%	-5%	-3%

Some entries already given, reduced to AT treatment:
| canonical_smiles | AT treatment |
| --- | --- |
| Cc1c(C(=O)O)nnn1-c1nonc1N | -2% |
| C#CCSc1nnc(-c2ccc(OC)cc2)o1 | -8% |
| O=C(COc1ccccc1-c1ccccc1)Nc1ccc(S(=O)(=O)NCc2ccco2)cc1 | 4% |
| N#Cc1cc(-c2ccccc2)[nH]c1-c1nccc2ccccc12 | 10% |

High-throughput results as filed in PubChem.

Rows were taken by chance; any-hit rate near 1.6%.
